MC4R antag cAMP: human MC4R antagonism in cAMP assay. P32245. MC4R-expressing cells, MTII-stimulated cAMP, LANCE TR-FRET. inhibition, % at 6.5 µM. 360,000 compounds, 0.48% hits. AID 540295;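 active means inhibition above its plate's cutoff, the mean of tested wells on that plate plus 3 SD, cut at about 29% in these data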;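 further: 0% = Melanotan II alone and 100% = Melanotan II plus saturating MCL0020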
Target sequence (P32245 whole entry, looked up): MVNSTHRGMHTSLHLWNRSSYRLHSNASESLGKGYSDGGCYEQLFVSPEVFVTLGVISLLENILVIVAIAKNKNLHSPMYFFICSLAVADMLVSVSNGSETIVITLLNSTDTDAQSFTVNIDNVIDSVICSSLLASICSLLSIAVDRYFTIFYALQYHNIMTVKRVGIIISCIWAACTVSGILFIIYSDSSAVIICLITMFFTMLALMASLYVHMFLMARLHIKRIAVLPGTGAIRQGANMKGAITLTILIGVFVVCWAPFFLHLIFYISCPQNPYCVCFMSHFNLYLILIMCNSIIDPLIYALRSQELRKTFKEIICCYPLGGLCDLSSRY
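System: U2OS cells stably expressing human melanocortin 4 receptor (MC4R). Reagent: Melanotan II challenge after compound preincubation. Doses: 6.5 µM. Times: 30-min compound, 1-h challenge, 1-h detection, room temperature. Measured by: TR-FRET with Eu-cAMP and labeled anti-cAMP, 671 nm. Replicates: singlicate.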
N-glyco inh: blocks N-linked glycosylation in D54 reporter cells; D54 ERlucT glycosylation luciferase reporter, 24 h; percent of 100 nM tunicamycin response; reporter increase, % at 12.5 µM; 360,000 compounds, 0.23% hits;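 active means mean luciferase reporter signal, scaled so untreated is 0 and the glycosylation-blocking control 100, at or above a set limit in every replicate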;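 further: luciferase carries N-glycosylation sites so blocking glycosylation raises the light; 0% = median of neutral control wells and 100% = median of 100 nM tunicamycin wells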
m5-HT2A agonist: agonists of mouse serotonin 5-HT2A receptor (HTR2A); P35363; CHO-K1 mHTR2A beta-arrestin complementation, luminescence; percent of 30 µM serotonin response; activation, % at 7.6 µM; 360,000 compounds, 0.66% hits;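 active means activation above a run cutoff, the mean activation of all tested compounds plus 3 SD, cut at about 14% in these data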;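 further: 0% = plate median of compound wells and 100% = 30 µM serotonin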
Target sequence (P35363 whole entry, looked up): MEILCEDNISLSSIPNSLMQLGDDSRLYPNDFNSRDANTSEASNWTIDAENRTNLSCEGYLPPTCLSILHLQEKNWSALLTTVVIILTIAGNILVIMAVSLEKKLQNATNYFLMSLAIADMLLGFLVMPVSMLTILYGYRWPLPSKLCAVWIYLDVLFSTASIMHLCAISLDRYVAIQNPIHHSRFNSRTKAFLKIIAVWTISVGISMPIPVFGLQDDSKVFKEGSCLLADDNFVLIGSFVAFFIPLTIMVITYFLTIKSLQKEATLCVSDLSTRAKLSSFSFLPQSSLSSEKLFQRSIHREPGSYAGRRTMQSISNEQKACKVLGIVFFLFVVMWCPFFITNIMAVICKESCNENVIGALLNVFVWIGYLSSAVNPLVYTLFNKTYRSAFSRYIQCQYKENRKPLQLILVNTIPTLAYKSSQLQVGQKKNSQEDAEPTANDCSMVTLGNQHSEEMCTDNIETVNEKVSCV
PDI turbidity: inhibitors of human protein disulfide isomerase | P07237 | PDI insulin aggregation turbidity, A650, 90 min | inhibition, % at 10 µM | 350,000 compounds, 0.052% hits | AID 588391;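 active means mean inhibition across replicates of 30% or more, whatever share of single replicates reach that level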;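 further: absorbance from insulin aggregation driven by PDI reduction with DTT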
MC4R ag barr: activates human MC4R beta-arrestin recruitment. AID 540308. 360,000 compounds, 0.98% hits. activation, % at 8.9 µM. P32245. U2OS MC4R beta-arrestin complementation, luminescence; percent of melanotan II response, DMSO zero;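 active means activation above a per-plate cutoff, the mean activation of sample wells on that plate plus 3 SD, cut at about 8% in these data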
ABCB6 inh 2: human ABCB6 transporter inhibition. K562-ABCB6 porphyrin accumulation, flow cytometry, 1 h; active compounds read low. fluorescence ratio to DMSO, % at 10 µM. 360,000 compounds, 0.19% hits. AID 602162;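 active means fluorescence ratio to DMSO below 75%, the collection mean minus 3 SD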;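 further: signal is porphyrin accumulated inside mitochondria; 100% equals median channel fluorescence of DMSO control wells; lower ratio means ABCB6 inhibition with less porphyrin fluorescence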
aDG glyco up: alpha-DG glycosylation activation | Pro5-aDG cells, alpha-DG glycosylation AlphaScreen (IIH6); 0% Pro5, 100% B10-LARGE cell signal | activation, % at 10 µM | 360,000 compounds, 0.22% hits | AID 624168;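 active means activation of at least 8% versus controls, or a plate z-score of at least 8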;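 further: Pro5 are CHO cells carrying HIG-tagged alpha-DG that lacks glycosylation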
H9c2 protect: protects H9c2 cardiomyocytes from peroxide injury; 360,000 compounds, 0.63% hits; AID 588492; H2O2 injury protection, ATPLite, 2 h; protection from H2O2 cell death, % at 20 µM;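 active means compounds giving at least 50% protection of heart cells from peroxide-induced death in the single-dose screen, raw or plate-pattern-corrected value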;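 further: 0% = DMSO wells with peroxide and 100% = DMSO wells without peroxide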
CaV13 ICDI inh: Disruptors of the CACNA1D IQ motif to Ca2+-dependent inactivation inhibitor domain association, primary screening, Förster resonance energy transfer in intact living …; HEK cells, CFP/YFP FRET ICDI-IQ, plate reader, 10 min; percent FRET-ratio fall versus neutral wells; inhibition, % at 12.3 µM; 340,000 compounds, 0.098% hits; AID 743397;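 active means mean replicate inhibition of at least 30% and at least 1% of replicates passing that level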;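 further: 0% = median of the neutral control wells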
Vif inh: HIV Vif inhibition; 340,000 compounds, 0.35% hits; HEK293T cells, Vif self-association by quenched fluorescence, imaging, 24 h; inhibition, % at 7.49 µM; in the data active means inhibition above about 50%, passing the limit was not always enough; further: some results filed as inactive read as strong as hits
* marks the source's active call; other numbers are inactive results. Random draw from the library; any-hit rate near 3.6%.

For Cc1nn(Cc2ccccc2Cl)c(C)c1NC(=O)CCCn1nc([N+](=O)[O-])c(Cl)c1C the results were MC4R antag cAMP -0.2, N-glyco inh 0.2, m5-HT2A agonist 10.5, PDI turbidity -10.2, MC4R ag barr -3.1, ABCB6 inh 2 96.0, aDG glyco up 0.8, H9c2 protect 0.1, CaV13 ICDI inh -3.2 and Vif inh -4.1.
Screening CSc1nc(N)nc(SCC(=O)Nc2ccc(Cl)cc2)c1C#N returned MC4R antag cAMP -10.8, N-glyco inh -4.2, m5-HT2A agonist 6.6, PDI turbidity -15.1, MC4R ag barr 2.3, ABCB6 inh 2 99.0, aDG glyco up 0.3, H9c2 protect -13.0, CaV13 ICDI inh -7.8 and Vif inh -3.4.
`CC1=C([N+](=O)[O-])C(c2ccccc2)NC(=O)N1` (stereo unspecified) gave MC4R antag cAMP 15.4, N-glyco inh -0.7, m5-HT2A agonist 4.2, PDI turbidity 1.2, MC4R ag barr 1.9, ABCB6 inh 2 100.0, aDG glyco up -0.2, H9c2 protect 5.3, CaV13 ICDI inh -3.0 and Vif inh 11.8.
Screening CC1(NC(=O)CN2CCN(c3cnn(-c4ccccc4)c(=O)c3Cl)CC2)CCS(=O)(=O)C1 (stereo unspecified) returned MC4R antag cAMP 11.1, N-glyco inh -3.7, m5-HT2A agonist 4.5, PDI turbidity 2.4, MC4R ag barr 0.9, ABCB6 inh 2 100.0, aDG glyco up -0.1, H9c2 protect 4.2, CaV13 ICDI inh -2.7 and Vif inh 2.3.
`CS(=O)(=O)N1CCN(C(=O)CCc2ccccc2)CC1` gave MC4R antag cAMP 4.2, N-glyco inh 0.3, m5-HT2A agonist -3.4, PDI turbidity 0.1, MC4R ag barr -1.7, ABCB6 inh 2 104.0, aDG glyco up 0.0, H9c2 protect 6.7, CaV13 ICDI inh -20.9 and Vif inh -1.1.
For O=C(NCCc1c[nH]c2ccccc12)C(=O)NCC1CCCO1 (stereo unspecified) the results were MC4R antag cAMP -3.0, N-glyco inh 0.9, m5-HT2A agonist 5.6, PDI turbidity 2.8, MC4R ag barr -1.9, ABCB6 inh 2 95.0, aDG glyco up 0.2, H9c2 protect -1.8, CaV13 ICDI inh 2.6 and Vif inh 10.6.
`CCC(C)(C)NC(=O)C(c1ccccc1F)N(C(=O)c1ccn[nH]1)c1ccccc1` (stereo unspecified) gave MC4R antag cAMP 4.3, N-glyco inh -0.8, m5-HT2A agonist 0.7, PDI turbidity 6.7, MC4R ag barr 0.2, ABCB6 inh 2 90.0, aDG glyco up -0.1, H9c2 protect 9.0, CaV13 ICDI inh -4.8 and Vif inh -5.9.
`COc1cccc(CN2CCc3[nH]c(=S)[nH]c(=O)c3C2)c1` gave MC4R antag cAMP 5.8, N-glyco inh 2.6, m5-HT2A agonist -3.1, PDI turbidity 3.6, MC4R ag barr -1.4, ABCB6 inh 2 96.0, aDG glyco up 0.0, H9c2 protect 2.9, CaV13 ICDI inh -3.0 and Vif inh -0.4.
For O=c1c(C(c2ccc(F)cc2)c2c(O)nc3n(c2=O)CCS3)c(O)nc2n1CCS2 the results were MC4R antag cAMP 15.1, N-glyco inh 0.3, m5-HT2A agonist 1.1, PDI turbidity 2.4, MC4R ag barr -0.8, ABCB6 inh 2 99.0, aDG glyco up 0.0, H9c2 protect 11.3, CaV13 ICDI inh -5.4 and Vif inh -4.8.
For Nc1cc(N)cc(C(=O)Nc2ccc3c(c2)C(=O)NC3=O)c1 the results were MC4R antag cAMP 16.3, N-glyco inh 2.4, m5-HT2A agonist 2.8, PDI turbidity 7.1, MC4R ag barr 1.5, ABCB6 inh 2 104.0, aDG glyco up 0.3, H9c2 protect 4.1, CaV13 ICDI inh -4.4 and Vif inh 1.1.
Cc1noc(C)c1COc1cccc(C(=O)N2CCc3ccccc32)c1 was read as MC4R antag cAMP -3.0, N-glyco inh 7.8, m5-HT2A agonist 9.1, PDI turbidity 3.0, MC4R ag barr -1.2, ABCB6 inh 2 95.0, aDG glyco up 1.3, H9c2 protect -13.0, CaV13 ICDI inh 5.2 and Vif inh -3.1.
For Cc1ccc(NC(=O)C(C)OC(=O)Cc2c[nH]c3ccccc23)cc1S(=O)(=O)N1CCOCC1 (stereo unspecified) the results were MC4R antag cAMP 28.7*, N-glyco inh -0.8, m5-HT2A agonist -5.1, PDI turbidity 3.0, MC4R ag barr -3.9, ABCB6 inh 2 100.0, aDG glyco up -0.2, H9c2 protect -2.5, CaV13 ICDI inh -2.0 and Vif inh 4.7.
For CCCC1CC(C(=O)Nc2ccccc2)C(=O)O1 (stereo unspecified) the results were MC4R antag cAMP -0.8, N-glyco inh -0.1, m5-HT2A agonist 3.7, PDI turbidity -15.3, MC4R ag barr -1.8, ABCB6 inh 2 92.0, aDG glyco up 0.0, H9c2 protect -3.7, CaV13 ICDI inh -1.7 and Vif inh 6.4.
`CCOC(=O)N1CCN(c2cc(N3CCN(CC)CC3)c(F)cc2[N+](=O)[O-])CC1C` (stereo unspecified) gave MC4R antag cAMP -2.4, N-glyco inh -7.4, m5-HT2A agonist -1.3, PDI turbidity -7.4, MC4R ag barr 0.0, ABCB6 inh 2 98.0, aDG glyco up 0.1, H9c2 protect -5.4, CaV13 ICDI inh -8.0 and Vif inh -1.1.
Cn1c(=O)c2c(-c3ccccc3)n(Cc3ccccn3)cc2n(C)c1=O was read as MC4R antag cAMP 6.0, N-glyco inh 1.1, m5-HT2A agonist -3.4, PDI turbidity 10.5, MC4R ag barr -1.9, ABCB6 inh 2 92.0, aDG glyco up 0.0 and H9c2 protect 0.5.
c1ccc(-c2ccc(C3=Nn4c(nnc4-c4cc(-c5ccccc5)n[nH]4)SC3)cc2)cc1 was read as MC4R antag cAMP 0.4, N-glyco inh 7.2, m5-HT2A agonist 5.2, PDI turbidity 10.4, MC4R ag barr 9.7*, ABCB6 inh 2 104.0, aDG glyco up 2.9, H9c2 protect -19.4, CaV13 ICDI inh -8.0 and Vif inh 15.8.
Screening CCc1cc(-c2nnc(SCC(=O)NC3CC3)n2C)cs1 returned MC4R antag cAMP 11.9, N-glyco inh 1.1, m5-HT2A agonist 0.4, PDI turbidity 2.9, MC4R ag barr -1.9, ABCB6 inh 2 100.0, aDG glyco up -0.1, H9c2 protect -2.0, CaV13 ICDI inh -5.8 and Vif inh -0.9.
For O=C(NCCCNC(=O)c1cnccn1)c1cccc(F)c1 the results were MC4R antag cAMP 2.0, N-glyco inh -0.4, m5-HT2A agonist 5.8, PDI turbidity 2.0, MC4R ag barr 1.1, ABCB6 inh 2 93.0, aDG glyco up 0.0, H9c2 protect 4.7, CaV13 ICDI inh -3.4 and Vif inh 16.7.
For N#Cc1ccccc1CSc1nc(N2CCCCC2)nc(N2CCCCC2)n1 the results were MC4R antag cAMP 6.6, N-glyco inh -3.2, m5-HT2A agonist -3.8, PDI turbidity -4.6, MC4R ag barr -0.6, ABCB6 inh 2 96.0, aDG glyco up 0.0, H9c2 protect -21.7, CaV13 ICDI inh 0.0 and Vif inh -6.8.
CCC(=O)Nc1c(-c2ccc(C)cc2)nc2ccc(C)cn12 was read as MC4R antag cAMP 10.8, N-glyco inh -1.0, m5-HT2A agonist 1.3, PDI turbidity -8.7, MC4R ag barr -0.3, ABCB6 inh 2 98.0, aDG glyco up 0.1, H9c2 protect 8.6, CaV13 ICDI inh -4.3 and Vif inh 2.5.
CC(C)c1cc(C(=O)N/N=C/c2ccoc2)cs1 was read as MC4R antag cAMP -0.9, N-glyco inh 2.0, m5-HT2A agonist -4.7, PDI turbidity 4.4, MC4R ag barr -2.6, ABCB6 inh 2 102.0, aDG glyco up 0.2, H9c2 protect -3.2, CaV13 ICDI inh -6.7 and Vif inh -6.3.
O=C(NCc1cccnc1)C1CCCN1S(=O)(=O)c1ccc(Cl)cc1 (stereo unspecified) was read as MC4R antag cAMP 18.4, N-glyco inh 2.8, m5-HT2A agonist -0.1, PDI turbidity 7.4, MC4R ag barr -0.2, ABCB6 inh 2 99.0, aDG glyco up -0.1, H9c2 protect -3.7, CaV13 ICDI inh -5.8 and Vif inh 11.7.
Cn1cc([N+](=O)[O-])c(C(=O)NC2CCCCCCC2)n1 was read as MC4R antag cAMP -1.2, N-glyco inh 1.5, m5-HT2A agonist 5.3, PDI turbidity 4.2, MC4R ag barr 2.7, ABCB6 inh 2 96.0, aDG glyco up -0.1, H9c2 protect -2.5 and Vif inh 4.0.
`CC(C)(C)OC(=O)N1CCc2onc(-c3ccccc3F)c2C1=O` gave MC4R antag cAMP 9.8, N-glyco inh -1.0, m5-HT2A agonist -1.8, PDI turbidity 6.8, MC4R ag barr 0.0, ABCB6 inh 2 96.0, aDG glyco up 0.2, H9c2 protect 5.9, CaV13 ICDI inh -3.6 and Vif inh -1.1.
Cc1cc(NC(=O)C2CCCCC2)ncc1NC(=O)c1ccccn1 was read as MC4R antag cAMP 26.8, N-glyco inh -0.3, m5-HT2A agonist 5.1, PDI turbidity 1.7, MC4R ag barr 0.5, ABCB6 inh 2 108.0, aDG glyco up 0.2, H9c2 protect -1.2, CaV13 ICDI inh -16.0 and Vif inh 7.1.
For Cc1nc(NCCc2ccc(S(N)(=O)=O)cc2)c2c3c(sc2n1)CCC3 the results were MC4R antag cAMP 5.6, N-glyco inh 1.3, m5-HT2A agonist 3.8, PDI turbidity -6.3, MC4R ag barr -1.2, ABCB6 inh 2 106.0, aDG glyco up 1.3, H9c2 protect -10.3, CaV13 ICDI inh -6.0 and Vif inh 2.7.
For Cc1cc(C(=O)N2CCC2(C)C(=O)O)nn1C(C)(C)C (stereo unspecified) the results were MC4R antag cAMP 16.9, N-glyco inh 2.4, m5-HT2A agonist 0.6, PDI turbidity 4.8, MC4R ag barr -1.6, ABCB6 inh 2 97.0, aDG glyco up -0.2, H9c2 protect -0.8, CaV13 ICDI inh -5.6 and Vif inh 0.5.
For Cc1cc(C)c(N2C(=O)CC(Sc3ccccc3N)C2=O)c(C)c1 (stereo unspecified) the results were MC4R antag cAMP 9.6, N-glyco inh 6.3, m5-HT2A agonist -4.0, PDI turbidity -0.2, MC4R ag barr 0.5, ABCB6 inh 2 105.0, aDG glyco up 0.4, H9c2 protect -7.8, CaV13 ICDI inh -8.3 and Vif inh -1.6.
Screening CCNC(=O)NC(=O)C(C)OC(=O)Cc1coc2cc3c(cc12)CCC3 (stereo unspecified) returned MC4R antag cAMP -3.4, N-glyco inh 1.9, m5-HT2A agonist 3.3, PDI turbidity -1.5, MC4R ag barr 0.2, ABCB6 inh 2 94.0, aDG glyco up -0.2, H9c2 protect -3.7, CaV13 ICDI inh -6.7 and Vif inh 1.0.

Screening data deposited in PubChem by several laboratories.
